# Source: PubChem BioAssay (several laboratories)
# Insulin prom up = insulin promoter activators in MIN6 cells, imaging, high-content screening, mouse beta cells | z-score at 5 µM | MIN6 insulin promoter-GFP reporter; hits give high values | AID 1625, 2009 | actives 0.3% (n = 190,000);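 active means z-score above 3 at 5 µM with at least 500 cells counted in the well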
# PhoP inhibition = inhibitors of PhoP regulon expression, primary screen, Salmonella Typhimurium, GFP reporter (AID 1863); S. Typhimurium PhoP-regulated promoter GFP reporter, 4 h; higher % means a stronger effect; one-dose inhibition, % at 50 µM; IC50 in µM for titrated hits; actives 0.16% (n = 300,000);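 active means inhibition over 29.93%, a cutoff 3 SD above the screen mean, later confirmed by dose response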;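 further: 0% = low Mg2+ inducing control and 100% = high Mg2+ repressing control; strong numbers were not always called active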
# Hep lipid drop = inhibitors of hepatocyte lipid droplet formation, primary screen, imaging, high-throughput imaging, BODIPY stain; AML12 mouse hepatocytes, oleate lipid droplets; inhibition, % at 6.5 µM; actives 0.4% (n = 240,000);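 active means lipid droplet intensity inhibited by at least 50%, with more than 500 cells counted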
#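 Test system: AML12 hepatocytes (mouse); reagent: oleate loading, 100 µM; dosing: one dose, 6.5 µM compound; incubation: overnight exposure; signal: fluorescence imaging, 20x objective, two fields per well; read-out basis: % inhibition of corrected integrated BODIPY droplet signal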
# CSM14.1 death rescue = rescue of cells from ER stress-induced death, primary screen, 384-well, CSM14.1, thapsigargin, ATP luminescence (AID 1222); 190,000 tested, under 10 active; CSM14.1 thapsigargin-induced death rescue, ATP luminescence; higher % means a stronger effect; one-dose cellular ATP content (survival), % at 20 µM; EC50 in µM for titrated hits;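 active means EC50 below 50 µM in the dose-response confirmation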;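 further: death triggered by thapsigargin at about 15 µM added after 2 h compound pretreatment; cell ATP read after overnight thapsigargin exposure of roughly 18 to 22 hours; normalized against plate controls of thapsigargin alone and 5% DMSO vehicle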
# Dynein transport = inhibitors of GR-EGFP nuclear translocation, primary screen, dynein cargo transport inhibitor project, imaging, high-content, 3617.4 mouse cells; test concentration mostly 20 µM; stimulated with dexamethasone, 1 µM; hits give low values; z-score, hits read low; actives 0.47% (n = 220,000); AID 1381, 2008;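 active means plate z-score of nuclear minus cytoplasmic receptor signal below a set negative limit, without overly bright fluorescence or cell loss, cut at about -3.5 in these data, passing the limit was not always enough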;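 further: z-score of nuclear minus cytoplasmic ring GR-EGFP intensity difference per well; some compounds called inactive have numbers as strong as hits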
#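 Buffer or medium: tetracycline-free induction medium containing charcoal-stripped FBS / Reagent: dexamethasone agonist, 1.0 µM final, for 30 min / Technique: automated 10x imaging of fixed Hoechst-stained cells / Times: induction 48 h, compound 1 h, agonist 30 min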
# Autophagy HCS = autophagy modulators in MEF cells, primary screen, imaging, high-content, MEF GFP-LC3. MEF GFP-LC3 puncta imaging; test concentration mostly 10 µM. calls only at 10 µM (by protocol). actives 0.98% (n = 190,000). AID 463193, 2010;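 active means percentage of spot-positive cells more than 3 SD above its plate mean, without a fluorescence outlier flag or 80% toxicity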;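 further: spot-positive cell cutoff set from DMSO-treated cells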
# b-catenin transl = modulators of beta-catenin nuclear translocation, primary screen, imaging, HeLa cells, immunofluorescence, high-content | nuclear translocation activity, % at 5 µM | actives 0.3% (n = 190,000) | AID 1665, 2009;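 active means nuclear translocation activity above 50% at 5 µM, with a well cell count of 50 or more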;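 further: per-cell ratio of nuclear to cytoplasmic median beta-catenin stain intensity; plate controls were DMSO negative control for no effect and GSK-3 inhibitor IX positive control for full effect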
#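 System: Human HeLa cells, endogenous beta-catenin | Compound dosing: 5 µM primary, 0.02–20 µM confirmation | Timing: 24 h compound exposure at 37°C, 5% CO2 | Measured by: Fluorescence imaging of beta-catenin antibody stain plus DAPI | Read-out basis: % activation of per-cell nuclear versus cytoplasmic median beta-catenin signal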
# T cell HTS = modulators of CD8 T cell-vesicle binding, primary screen, mouse 2C CD8+ T cells, flow cytometry | 2C CD8+ T cell-vesicle binding; hits give low values | calls only at 7 µM | actives 0.068% (n = 330,000);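 active means response, share of CD8 T cells binding vesicles, and their 90th percentile fluorescence all below set limits, cut at about 80% in these data, passing the limit was not always enough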
#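 Material: murine 2C transgenic CD8+ T lymphocytes / Also added: QL9-peptide-loaded Drosophila micro-vesicles bearing Ld, ICAM-1 and B7-1 / Schedule: binding step 1.5 h, 37 °C, antibody labelling 20 min, ice / Signal: flow cytometry, PE anti-B7-1 (FL2) versus Alexa647 anti-CD8 (FL8), PFA-fixed / Evaluation: percent CD8+ FL2 mean versus row control / Benchmarks: naked versus QL9-loaded vesicles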
# MT stabilize HCS = microtubule stabilizers in HeLa cells, primary screen, imaging, high-content imaging | % tubulin-high responders, % at 10 µM | actives 0.83% (n = 200,000) | HeLa tubulin immunostaining HCS, 24 h; share of cells brighter than vehicle mean+2SD;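 active means plate Z-score above 3 for both tubulin-high and condensed-nucleus cell shares, with cell loss under 80%, at 10 µM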;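 further: anti alpha tubulin signal scored within the nucleus-defined area of each cell; some results filed as inactive read as strong as hits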
# Dynein transport cytoplasmic EGFP = further read-out of Dynein transport, marked with its call; z-score; measured here: cytoplasmic GR-EGFP intensity; hits give high values
# Dynein transport nuclear GR-EGFP = recorded beside Dynein transport, whose call it bears; z-score; measured here: nuclear GR-EGFP intensity;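 lower value marks the stronger effect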
# Dynein transport cell count = recorded beside Dynein transport, whose call it bears; z-score; measured here: cell count per field
# Insulin prom up cell count = recorded beside Insulin prom up, whose call it bears; cell count; measured here: cytotoxicity, nuclei count;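 total cells summed across four imaged fields per well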
# Hep lipid drop cells 6.5 µM = also measured in Hep lipid drop; calls as there; cell count; measured here: cell count, cytotoxicity flag;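 cells counted across two imaged fields per well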
# b-catenin transl cell count 5 µM = recorded beside b-catenin transl, whose call it bears; cell count; measured here: cell count, cytotoxicity flag
# T cell HTS vesicle-bound % = recorded beside T cell HTS, whose call it bears; double positive events, %; measured here: CD8+ vesicle-bound cell fraction;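 binding gate set so that unloaded-vesicle control wells show 10% double positive cells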
# MT stabilize HCS Hoechst-high % = further read-out of MT stabilize HCS, marked with its call; % Hoechst-high responders; measured here: nuclear condensation Hoechst responders;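 share of cells brighter than vehicle mean plus two SD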
# MT stabilize HCS cytotoxicity % = recorded beside MT stabilize HCS, whose call it bears; toxicity, %; measured here: cytotoxicity by cell density;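 0% = mean cell density of plate MIN control wells and 100% = no cells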
# Autophagy HCS cell loss 18 h = also measured in Autophagy HCS; calls as there; toxicity, %; measured here: cell loss, nuclei count;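 cell loss after 18 h compound exposure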
# Starred values were filed as active, the others as inactive; i = inactive; . = no result given.
# Sample of the layout, two compounds:
SMILES,Insulin prom up,Insulin prom up cell count,PhoP inhibition,Hep lipid drop,Hep lipid drop cells 6.5 µM,CSM14.1 death rescue,Dynein transport,Dynein transport cytoplasmic EGFP,Dynein transport nuclear GR-EGFP,Dynein transport cell count,Autophagy HCS,Autophagy HCS cell loss 18 h,b-catenin transl,b-catenin transl cell count 5 µM,T cell HTS,T cell HTS vesicle-bound %,MT stabilize HCS,MT stabilize HCS Hoechst-high %,MT stabilize HCS cytotoxicity %
CCCCC(=O)Nc1cc(NC(=O)CCCC)cc(C(=O)O)c1,-0.01,1791,0%,-15,681,5.0%,-0.18,-0.018,0.28,0.73,i,1,2.1,1068,i,23,3.4,2.9,1.6
COCC(=O)N(C)C1(c2nnnn2CCOC(=O)Nc2ccc(Cl)cc2)CCCC1,.,.,6%,-18,686,-1.0%,0.38,-0.2,0.23,0.51,i,-5,.,.,i,24,3.7,3.5,5.6

# Main list, from the first entry:
SMILES,Insulin prom up,Insulin prom up cell count,PhoP inhibition,Hep lipid drop,Hep lipid drop cells 6.5 µM,CSM14.1 death rescue,Dynein transport,Dynein transport cytoplasmic EGFP,Dynein transport nuclear GR-EGFP,Dynein transport cell count,Autophagy HCS,Autophagy HCS cell loss 18 h,b-catenin transl,b-catenin transl cell count 5 µM,T cell HTS,T cell HTS vesicle-bound %,MT stabilize HCS,MT stabilize HCS Hoechst-high %,MT stabilize HCS cytotoxicity %
CCCCC(=O)Nc1cc(NC(=O)CCCC)cc(C(=O)O)c1,-0.01,1791,0%,-15,681,5.0%,-0.18,-0.018,0.28,0.73,i,1,2.1,1068,i,23,3.4,2.9,1.6
COCC(=O)N(C)C1(c2nnnn2CCOC(=O)Nc2ccc(Cl)cc2)CCCC1,.,.,6%,-18,686,-1.0%,0.38,-0.2,0.23,0.51,i,-5,.,.,i,24,3.7,3.5,5.6
O=c1[nH][nH]c(C(F)(F)F)c1C=NCc1ccccc1Cl,.,.,0%,22,796,3.1%,0.16,-0.24,0.028,0.31,i,0,-19,1303,i,5,3.3,1.7,0.1
COc1cccc(C2=NOC(C(=O)Nc3cccc(C(C)=O)c3)C2)c1OC (stereo unspecified),-0.14,1399,3%,.,.,-0.6%,0.24,-0.32,0.41,0.14,i,-10,2.6,1381,i,35,2.8,4.0,11
CCOc1ccc(-c2c(C)n([O-])c3c([n+]2=O)CCCC3)cc1,0.22,1429,-1%,.,.,0.3%,0.47,-0.15,0.67,0.36,i,-26,-2.3,1398,i,24,3.0,2.2,4.7
CC(C)=CCCC(C)CN(C)CCc1ccccn1 (stereo unspecified),-1.1,1343,4%,.,.,-0.9%,2.4,0.15,2.4,-2.8,i,-9,-7.6,941,i,56,3.2,2.7,3.9
O=c1c(Cc2ccccc2)c(O)nc2n1CCS2,-0.46,1572,-1%,.,.,3.0%,-0.55,-0.17,-0.21,0.49,i,7,-0.9,1357,i,32,2.7,1.3,3.2
O=C(CN1C(=O)NC(Cc2c[nH]c3ccccc23)C1=O)NC1CC1 (stereo unspecified),-0.08,1069,.,10,735,.,-1.2,-0.2,-0.059,0.15,.,.,-0.7,1299,i,32,.,.,.
O=C(NNC(=O)c1csc(-c2cccnc2)n1)Nc1ccc(Cl)cc1,1,1103,-12%,-4,632,.,0.58,-0.26,0.96,-0.16,.,.,0.0,1292,i,36,.,.,.
O=C(NCCCc1ccccc1)c1cccc([N+](=O)[O-])c1,0.76,1060,8%,-34,730,0.1%,-0.92,-0.31,-0.75,0.72,i,-18,2.0,475,i,38,2.0,2.1,2.6
CC1(C)c2ccccc2-n2c1cc1oc(=O)cc(O)c1c2=O,0.88,1010,-8%,-8,845,.,0.59,-0.22,0.81,0.68,.,.,-0.5,1284,i,14,.,.,.

# As a short view, 8 of the compounds above.
SMILES,Insulin prom up,Insulin prom up cell count,PhoP inhibition,Hep lipid drop,Hep lipid drop cells 6.5 µM,CSM14.1 death rescue,Dynein transport,Dynein transport cytoplasmic EGFP,Dynein transport nuclear GR-EGFP,Dynein transport cell count,Autophagy HCS,Autophagy HCS cell loss 18 h,b-catenin transl,b-catenin transl cell count 5 µM,T cell HTS,T cell HTS vesicle-bound %,MT stabilize HCS,MT stabilize HCS Hoechst-high %,MT stabilize HCS cytotoxicity %
CCCCC(=O)Nc1cc(NC(=O)CCCC)cc(C(=O)O)c1,-0.01,1791,0%,-15,681,5.0%,-0.18,-0.018,0.28,0.73,i,1,2.1,1068,i,23,3.4,2.9,1.6
COCC(=O)N(C)C1(c2nnnn2CCOC(=O)Nc2ccc(Cl)cc2)CCCC1,.,.,6%,-18,686,-1.0%,0.38,-0.2,0.23,0.51,i,-5,.,.,i,24,3.7,3.5,5.6
O=c1[nH][nH]c(C(F)(F)F)c1C=NCc1ccccc1Cl,.,.,0%,22,796,3.1%,0.16,-0.24,0.028,0.31,i,0,-19,1303,i,5,3.3,1.7,0.1
COc1cccc(C2=NOC(C(=O)Nc3cccc(C(C)=O)c3)C2)c1OC (stereo unspecified),-0.14,1399,3%,.,.,-0.6%,0.24,-0.32,0.41,0.14,i,-10,2.6,1381,i,35,2.8,4.0,11
CCOc1ccc(-c2c(C)n([O-])c3c([n+]2=O)CCCC3)cc1,0.22,1429,-1%,.,.,0.3%,0.47,-0.15,0.67,0.36,i,-26,-2.3,1398,i,24,3.0,2.2,4.7
CC(C)=CCCC(C)CN(C)CCc1ccccn1 (stereo unspecified),-1.1,1343,4%,.,.,-0.9%,2.4,0.15,2.4,-2.8,i,-9,-7.6,941,i,56,3.2,2.7,3.9
O=c1c(Cc2ccccc2)c(O)nc2n1CCS2,-0.46,1572,-1%,.,.,3.0%,-0.55,-0.17,-0.21,0.49,i,7,-0.9,1357,i,32,2.7,1.3,3.2
O=C(CN1C(=O)NC(Cc2c[nH]c3ccccc23)C1=O)NC1CC1 (stereo unspecified),-0.08,1069,.,10,735,.,-1.2,-0.2,-0.059,0.15,.,.,-0.7,1299,i,32,.,.,.
